# FEN1 inh = inhibitors of human flap endonuclease 1; AID 588795; Recombinant FEN1 flap cleavage, fluorescence, 15 min; 390,000 tested, 0.35% active; P39748; Potency, µM (top dose mostly 114 µM), for the others: at the top dose activity change, negative = inhibition, most hits filed as inhibitors; further: nearly all actives have a fitted effect of over 65% in size
#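 Steps: FEN1 (10 nM) dispensed; compound added by pin tool; 15 min at room temperature; substrate added to 50 nM final; reads at 0 min and 15 min; data normalized and fitted (four-parameter Hill).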
# KAT2A inh = GCN5L2 (KAT2A) acetyltransferase inhibition; 390,000 tested, 0.21% active; Q92830; Potency, µM (highest dose often 58.9 µM), inactives show at the highest dose activity change, negative = inhibition, actives largely listed as inhibitors; AID 504327; GCN5L2 HAT assay, ThioGlo1 CoA-SH fluorescence
# Target sequence (Q92830 whole entry, looked up): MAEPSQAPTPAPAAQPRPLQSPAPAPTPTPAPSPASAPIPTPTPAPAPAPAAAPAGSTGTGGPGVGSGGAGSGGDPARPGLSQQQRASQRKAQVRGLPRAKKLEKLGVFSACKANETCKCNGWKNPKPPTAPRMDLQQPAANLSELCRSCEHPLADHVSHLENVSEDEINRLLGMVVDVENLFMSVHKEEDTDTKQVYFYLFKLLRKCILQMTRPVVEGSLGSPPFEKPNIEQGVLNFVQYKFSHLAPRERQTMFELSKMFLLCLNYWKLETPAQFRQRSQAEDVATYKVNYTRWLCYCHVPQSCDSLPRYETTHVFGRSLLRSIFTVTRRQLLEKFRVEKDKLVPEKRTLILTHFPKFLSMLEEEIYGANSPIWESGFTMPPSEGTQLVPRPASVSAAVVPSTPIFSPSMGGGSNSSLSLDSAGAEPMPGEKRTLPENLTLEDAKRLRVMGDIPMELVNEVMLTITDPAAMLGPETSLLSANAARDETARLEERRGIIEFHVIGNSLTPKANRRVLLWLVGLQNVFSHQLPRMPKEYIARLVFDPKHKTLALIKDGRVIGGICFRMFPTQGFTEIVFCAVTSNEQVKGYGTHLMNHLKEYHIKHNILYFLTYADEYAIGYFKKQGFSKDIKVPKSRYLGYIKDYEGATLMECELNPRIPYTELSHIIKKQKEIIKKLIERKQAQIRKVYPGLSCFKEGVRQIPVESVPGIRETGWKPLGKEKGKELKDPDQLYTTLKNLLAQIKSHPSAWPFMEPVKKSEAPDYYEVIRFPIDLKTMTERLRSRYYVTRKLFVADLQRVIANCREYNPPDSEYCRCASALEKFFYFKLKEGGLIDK
#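 Compounds, pin-transferred from DMSO stocks, meet 20nM GCN5L2 for 15 min before the reaction begins with H3(1-25) peptide (75uM) and acetyl-CoA (70uM). Thiol-reactive ThioGlo1 reports CoA release over 20 min at room temperature.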
# N370S GC mod = inhibitors or activators of N370S glucocerebrosidase for Gaucher disease; Potency, µM (titrated, usually from 59.4 µM), for inactives: at the top dose activity change, negative = inhibition, hits mostly inhibitors; AID 2101; 330,000 tested, 0.092% active; N370S GC spleen homogenate, 4MU-glucoside fluorescence;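 further: 0% = full enzyme activity and -100% = no enzyme basal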
# Numbers without * were called inactive; u = inconclusive; x = not tested or not shown; [ ] = remark or other dose. The call rests on the fitted dose curve; in most records, active means well fitted curve in the direction sought with a large enough effect; inconclusive means small, poorly fitted or top-dose-only effect, or another doubt; inactive means no such curve, though single readings can be large; an effect the other way counts as inactive or inconclusive. Unless noted, on the % scale 0 is the no-effect control and ±100 the full control effect; potency means the concentration at half of the fitted maximal effect.
# Each structure is followed by: FEN1 inh | KAT2A inh | N370S GC mod
CN(CCOc1ccccc1)C(=O)c1ccc2c(c1)OCO2
    8% | 3% | x
CCc1cccc(C)c1NC(=O)CSc1nnc(CCCOc2ccc(Cl)cc2Cl)n1C
    12% | -5% | 3%
CC1Cc2cc(/C(O)=C3/C(=O)C(=O)N(CCN4CCOCC4)C3c3cccc(O)c3)ccc2O1 (centres undefined)
    5% | -8% | -22%
COc1ccc(CCNC(=O)CN(C)S(=O)(=O)c2cccs2)cc1
    -1% | 4% | x
CCn1nc2cc(C(=O)NCCc3cccs3)ccc2c1OC
    -5% | -4% | 20%
O=C(NCc1ccccc1)C(c1ccc(F)cc1)N(Cc1cccs1)C(=O)c1cnccn1 (centres undefined)
    1% | -14% | 3%
CCCCc1c(O)nc(SCC(=O)c2ccccc2)n(-c2ccccc2C)c1=O
    -5% | -14% | -9%
Cc1ccc(-c2ccc(/C=C(\C#N)C(=O)Nc3cc(C)nn3-c3ccccc3)o2)cc1
    x | -10% | -7%
CSC1=NCCN1S(=O)(=O)c1ccc(F)cc1
    20% | -4% | 9%
CCN(CC)c1ccc(/C=N/NC(=O)c2ccc3nc[nH]c3c2)cc1
    -11% | -27% | -12%
CCOc1ccc(NC(=O)Cn2c(=O)n(Cc3nc(-c4ccccc4)no3)c(=O)c3cc4c(cc32)OCO4)cc1
    2% | -3% | x
Cc1ccc(N(Cc2cc3cc(C)ccc3[nH]c2=O)S(=O)(=O)c2ccccc2)cc1
    0% | -28% | 1%
COc1c(Cl)ccc(Cl)c1C(=O)O
    x | -13% | 16%
Cc1ccc(S(=O)(=O)N(C)CC(=O)Nc2ccc(C)cn2)cc1
    -7% | -7% | 6%
Cn1c(CN2CCOCC2)nc2cc(NC(=O)c3ccc(Cl)cc3)ccc21
    -7% | 1% | 20%[2.35 µM]
Cc1nnc(SCC(=O)NC2CCCC2)n1CCc1ccccc1
    1% | -2% | -4%
CC(C)C[C@H](NC(=O)OC(C)(C)C)C(=O)NCC1CCC(C(=O)N[C@@H](Cc2ccccc2)C(=O)O)CC1 (some centres undefined)
    20% | -3% | -8%
CC(c1ccccc1)n1cc(C(=O)NCC2CCCO2)nn1 (centres undefined)
    -1% | -2% | 3%
COc1ccc(C(=O)Nc2nccs2)cc1OC
    1% | -4% | -2%
Cc1ccn2c(C(=O)NN=C3CCCCCCC3)c(C)nc2c1
    10% | -5% | -11%
CCOC(=O)CNC(c1ccccc1)c1cc(Br)ccc1NC(=O)c1ccc(Cl)cc1 (centres undefined)
    -16% | 3% | x
Cc1ccc2c(CN3CCN(c4ccc(Cl)cc4)CC3)cc(=O)oc2c1
    18% | 2% | x
Cc1cc(C(=O)Nc2cc(S(C)(=O)=O)ccc2Cl)c(C)o1
    7% | 0% | x
c1ccc(-c2nc3ccccn3c2NCc2ccc3c(c2)OCO3)cc1
    7% | u | u
NC1=NN=C(N2N=C(c3ccc(Br)cc3)CC2(O)C(F)(F)F)n2ncnc2C1 (centres undefined)
    4% | -7% | 1%
CCOc1ccc(NC(=O)CCNC(=O)c2ccc(Br)cc2)cc1
    -2% | -5% | -6%
CS(=O)(=O)N(CCc1ccccc1)CC(=O)NCc1ccccc1Cl
    9% | -10% | 11%
O=C(NC1CCC(O)CC1)c1ccc(-c2ccc([N+](=O)[O-])cc2)o1 (centres undefined)
    -13% | -3% | -3%
COc1cc(-c2nn3c(-c4cccc(C)c4)nnc3s2)cc(OC)c1OC
    -8% | -16% | 2%
CN(C)c1ccc(/C=C/C(=O)c2ccc3c(c2)OCO3)cc1
    -19% | -3% | x
Cc1ccc(Cn2ccc(NC(=O)c3cc(CC(C)C)on3)n2)cc1
    0% | -30% | 22%
CNS(=O)(=O)c1cccc(C(=O)OCC(=O)Nc2ccc3ccccc3c2)c1
    -3% | -5% | x
CN(Cc1ccc(OC(F)F)cc1)C(=O)c1ccc2nccnc2c1
    -3% | -3% | 1%
CC(C)CNC1=C(C(=S)Nc2ccccc2)C(=O)CC(C)(C)C1
    -18% | -3% | u
CSc1ccccc1NC(=O)c1ccc(CN2CCOCC2)cc1
    -3% | -12% | 3%
O=C(COc1ccc(F)cc1Cl)Nc1cccc(S(=O)(=O)N2CCCC2)c1
    -14% | -8% | x
COc1ccc2cnn(-c3ccccc3C)c(=O)c2c1OC
    0% | -6% | 7%
O=C(O)COc1ccccc1/C=C1\SC(=S)N(/N=C/c2ccccc2O)C1=O
    -2% | -12% | 1%
CCC1(c2ccccc2)NC(=O)N(CC(=O)Nc2ccc(S(=O)(=O)Nc3ncccn3)cc2)C1=O (centres undefined)
    -5% | -5% | -3%
CN(C(=S)NC(=O)C1CC1)c1ccc(O)cc1
    2% | -2% | x
COc1ccc(NC(=O)C2CCN(S(=O)(=O)c3c(C)nn(C)c3C)CC2)cc1
    2% | -4% | -3%
COc1ccc(CN(C(=O)CNC(=O)c2ccco2)C(C(=O)NC2CCCC2)c2ccco2)cc1 (centres undefined)
    1% | 2% | 2%
Cc1ccc(OCC(=O)NCCCNC(=O)c2ccncc2)cc1C
    -5% | 4% | 0%
COc1ccc2[nH]c(C(=O)O)c(NS(=O)(=O)c3ccc(C)c(C)c3)c2c1
    8% | -2% | 1%
CCCCOc1ncnc2c1[nH]c1ccc(C)cc12
    7% | -7% | 2%
O=C(C1CCCN(S(=O)(=O)c2cccc3nsnc23)C1)N1CCc2ccccc2C1 (centres undefined)
    7% | -11% | -21%
OC1(c2cccc(C(F)(F)F)c2)CCN(c2ncnc3c2[nH]c2ccccc23)CC1
    -9% | -2% | 1%
CCn1nnc2cc(C(=O)Nc3cc(Cl)ccc3C)ccc21
    -6% | 1% | x
Cc1ccccc1NC(=O)c1cccc(C(=O)Nc2ccccc2C)n1
    -8% | -12% | -2%
Cc1ccc(-c2nc3scc(CCNC(=O)c4cccc(Br)c4)n3n2)cc1
    -7% | -15% | x
CC(C)CNC(=O)[C@H]1N2C(=O)c3ccccc3C2SC1(C)C (some centres undefined)
    1% | -9% | -9%
Cc1ccc(O)c(C2=Nc3ccccc3N=C(c3ccc([N+](=O)[O-])cc3)C2)c1
    0% | -2% | -7%
CCOC(=O)C1CCN(C(=O)CSc2ccccc2)CC1
    -3% | 0% | -11%
CC(C)(C)c1cc(NC(=O)COc2ccc(Br)cc2)n(-c2ccccc2)n1
    u | -11% | 26%
Cc1ccc(Cl)cc1NC(=O)NC1COc2ccccc2C1 (centres undefined)
    -2% | -14% | x
COc1ccc(CCCc2n[nH]c(=S)o2)cc1C
    -1% | -9% | 13%
COc1ccc(-n2nc(C(=O)Nc3ccc4c(c3)OCO4)c3ccccc3c2=O)c(OC)c1
    -1% | -8% | 6%
COc1ccc(N(C(=O)CCl)C(C(=O)NC2CCCCC2)c2cccnc2)cc1 (centres undefined)
    0% | -7% | 14%
Cn1c(CC(=O)Nc2ccc(Cl)c(Cl)c2)nnc1SCC(=O)NCc1ccccc1
    -3% | -11% | -5%
Cc1cc2occ(CC(=O)Nc3nnc(C4CC4)s3)c2cc1C
    1% | -5% | 5%

# An excerpt from above, limited to KAT2A inh and FEN1 inh.
SMILES	KAT2A inh	FEN1 inh
Cc1cc2occ(CC(=O)Nc3nnc(C4CC4)s3)c2cc1C	-5%	1%
Cn1c(CC(=O)Nc2ccc(Cl)c(Cl)c2)nnc1SCC(=O)NCc1ccccc1	-11%	-3%
CCOC(=O)C1CCN(C(=O)CSc2ccccc2)CC1	0%	-3%
Cc1ccc(Cl)cc1NC(=O)NC1COc2ccccc2C1 (centres undefined)	-14%	-2%
COc1ccc(N(C(=O)CCl)C(C(=O)NC2CCCCC2)c2cccnc2)cc1 (centres undefined)	-7%	0%
OC1(c2cccc(C(F)(F)F)c2)CCN(c2ncnc3c2[nH]c2ccccc23)CC1	-2%	-9%

# The list continues:
compound	FEN1 inh	KAT2A inh	N370S GC mod
COc1ccc(C(=O)c2ccsc2N)cc1	-4%	-14%	0%
COc1cccc(NC(=O)COC(=O)CC(NC(N)=O)c2ccc(Cl)cc2)c1 (centres undefined)	1%	-11%	0%
CN(C)c1ccc(Cc2ccc(N(C)C)cc2)cc1	1%	x	-11%
COc1ccc(Cl)cc1NC(=O)CN1C(=O)CSC1=O	7%	-8%	-11%
COc1ccc2c(CN(C)c3ccccc3)cc(=O)oc2c1	-20%	-9%	21%
Cc1ccnc(NC(=O)C(C)N2C(=O)c3ccccc3S2(=O)=O)c1 (centres undefined)	1%	-4%	0%
Cc1ccc(C(=O)c2c(NC(=O)c3cccnc3)sc3c2CCCC3)cc1	u	-6%	16%
O=C(Nc1nc(-c2cccnc2)cs1)c1ccccc1[N+](=O)[O-]	-4%	-2%	-9%
N/C(=N\OC(=O)c1ccccc1)c1cccnc1	16%	3%	-5%
CCCCC1=CC2=C(c3ccco3)C(=O)C(C)(OC(=O)c3ccc(OC)cc3)C(=O)C2=CN1CCCOC(C)C (centres undefined)	-3%	4%	-7%[12.8 µM]
O=[N+]([O-])c1cc2c(cc1/C=N\NS(=O)(=O)c1ccccc1)OCO2	5%	4%	11%
CCN(CC)S(=O)(=O)c1ccc(C)c(NC(=O)CNc2cccc(S(=O)(=O)N3CCCC3)c2)c1	-14%	-1%	0%
O=C(N/N=C\c1ccc2c(c1)OCO2)c1ccco1	6%	-4%	1%
Cc1nccc2oc(=O)c(NC(=O)c3ccc(Cl)cc3)cc12	1%	-5%	-5%
O=C(c1ccccc1)N1CCN(c2ccc(NCc3ccc4c(c3)OCO4)cc2)CC1	-5%	-12%	-2%
CCC(=O)N1CCc2cc(Br)cc(S(=O)(=O)N3CCCCC3CC)c21 (centres undefined)	-1%	-6%	-1%
COc1cc(CCCN2C(=O)C(=O)NC[C@@H]2Cc2ccc(O)cc2)cc(OC)c1OC	-12%	-4%	-3%
CN(C)c1ccc(/C=N/N2CCN(c3ccccn3)CC2)cc1	-1%	0%	-5%
CC1CCCCC1NC(=O)CCCc1nc2ccccc2c(=O)[nH]1 (centres undefined)	4%	-3%	4%
CCOc1ccc(CC(=O)Nc2ccc(S(=O)(=O)Nc3cc(C)on3)cc2)cc1OCC	-4%	3%	-2%

# 2 entries picked at random from the list so far:
compound	FEN1 inh	KAT2A inh	N370S GC mod
COc1ccc(C(=O)c2ccsc2N)cc1	-4%	-14%	0%
CN(C)c1ccc(/C=N/N2CCN(c3ccccn3)CC2)cc1	-1%	0%	-5%

# (cont.)
compound	FEN1 inh	KAT2A inh	N370S GC mod
CCC(NC(=O)CCCc1ccccc1)c1ccccc1 (centres undefined)	7%	3%	u
C=CCn1c(=O)c(C(=O)Nc2ncccc2O)c(O)c2ccccc21	-9%	-26%	-8%
Cc1cccc(NC(=O)c2cc(NC(=O)CCCC(=O)O)ccc2Cl)n1	-3%	3%	-29%
Cc1ccc(N(Cc2cccs2)C(=O)c2ccccc2)cc1	-18%	-6%	x
Cc1cccc(N2C(=O)CC(N3CCN(Cc4ccc(Cl)cc4)CC3)C2=O)c1 (centres undefined)	-6%	1%	10%
O=C(/C=C/c1cccc([N+](=O)[O-])c1)N1CCN(c2ccccc2F)CC1	-12%	-7%	6%
O=C(Nc1nc2ccc(C(=O)N3CCCCC3)cc2s1)C1CCCCC1	4%	-5%	4%
CC(C)CN1C(=O)c2ccc(C(=O)Nc3ccccc3C(=O)O)cc2C1=O	-8%	1%	3%
CCOC(=O)c1oc2ccccc2c1NC(=O)COc1cccc(OC)c1	-3%	1%	-3%
COc1ccc(CNc2ccnc(-c3ccc(N(C)C)cc3)n2)c(OC)c1	x	-12%	-25%
COc1cccc(NC(=O)c2ccc3c(c2)CCCC3)c1	-3%	-1%	-5%
N#Cc1ccccc1NC(=O)CN1C(=O)NC(Cc2c[nH]c3ccccc23)C1=O (centres undefined)	3%	-10%	x
CC1(C)CC(=O)c2cc(C(=O)NCc3ccco3)c(=O)n(-c3ccccc3)c2C1	0%	0%	12%
COC(=O)c1cc2c(C(F)(F)F)nn(C)c2s1	0%	-5%	-2%
CO[C@@H]1[C@@H](OC(N)=O)[C@@H](O)[C@H](Oc2ccc3c(O)c(NC(=O)c4ccc(O)c(CC=C(C)C)c4)c(=O)oc3c2C)OC1(C)C	x	17%	-23%
Cc1ccc(CNS(=O)(=O)c2cc3c4c(c2)C(C)C(=O)N4CCC3)cc1 (centres undefined)	-5%	-1%	0%
O=C(Cn1cc(C(=O)C2CC2)c2ccccc21)NCc1ccc2c(c1)OCO2	-4%	2%	-3%
CC(=O)c1ccc(N2CCN(C(=O)C3CCN(S(=O)(=O)c4c(C)noc4/C=C/c4ccc(C)cc4)CC3)CC2)cc1	-3%	-11%	x
O=c1c(O)c(-c2cccs2)oc2ccccc12	-17%	-2%	4%
O=C(NCCNS(=O)(=O)c1ccc(C(F)(F)F)cc1)N1CCOCC1	-5%	-3%	4%
CCCCCCOC(=O)C1=C(C)NC(=O)NC1c1ccc2c(c1)OCO2 (centres undefined)	-14%	-2%	-4%

# Screens (PubChem)
